# Assay outcomes as filed in PubChem BioAssay.
# ALOX12 inh: inhibitors of human 12S-lipoxygenase ALOX12. P18054. purified 12hLO, xylenol orange hydroperoxide absorbance. Potency, µM (top dose mostly 108 µM), without a hit: at the highest dose activity change, negative = inhibition, hits mostly inhibitors. 1.1% of 580,000 active. AID 1671190; note: potency is the fitted concentration of half-maximal effect; % is set by controls: 0 for no effect and ±100 for the full control effect
#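 Hydroperoxide product was detected by ferrous iron/xylenol orange as the 573 to 405 nm absorbance ratio. Arachidonic acid at 40 uM (final) was turned over for 30 min at room temperature by 150 nM human 12hLO, pH 7.0 Hepes buffer, after 15 min compound preincubation.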
# RGS4 inh: inhibitors of human regulator of G protein signaling 4; P49798; Transcreener GDP fluorescence polarization, RGS4-accelerated GTP hydrolysis; Potency, µM (doses to about 114 µM), without a hit: top-dose activity change, negative = inhibition, usual class: inhibitors; 0.039% of 390,000 active; AID 504845; note: potency is the fitted concentration of half-maximal effect; % is set by controls: 0 for no effect and ±100 for the full control effect; nearly all actives have a fitted effect of over 75% in size; some results filed as inactive show a strong effect at the top dose
# Target sequence (P49798 whole entry, looked up): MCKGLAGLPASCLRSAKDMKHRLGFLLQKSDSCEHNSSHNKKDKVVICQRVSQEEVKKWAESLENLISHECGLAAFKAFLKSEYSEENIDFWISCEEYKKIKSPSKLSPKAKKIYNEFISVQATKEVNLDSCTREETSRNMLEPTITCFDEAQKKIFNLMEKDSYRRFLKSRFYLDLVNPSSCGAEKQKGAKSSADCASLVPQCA
#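 MLSMR compounds (23 nl, pin-transferred) preincubated 10 min at room temperature with a 500nM (2x) first reagent, then RGS4 at 900nM (2x) plus Transcreener GDP mix added; fluorescence polarization (620/688 nm) read before and after 90 min at 30 °C.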
# HP1b binding inh: blocks HP1-beta chromodomain binding to methylated histone tails; AlphaScreen HP1-beta / biotin-H3K9me3 peptide binding; P83916; 0.56% of 390,000 active; Potency, µM (highest dose often 114 µM), for inactives: at the top dose activity change, negative = inhibition, actives largely listed as inhibitors; note: potency is the fitted concentration of half-maximal effect; nearly all actives have a fitted effect of over 70% in size; inactives centre near 23
#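 Compound inhibition of the preformed complex between 50 nM HP1-beta and 50 nM biotinylated H3K9me3 peptide was read by AlphaScreen. Buffer was PBS pH 7.4 with 0.01% Tween-20. Incubations ran 30 min at room temperature, with 10 ug/mL donor/acceptor beads.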
# BAZ2B block: BAZ2B (human) inhibition. Q9UIF8. AlphaScreen BAZ2B-H3K14Ac peptide displacement. Potency, µM (highest dose often 114 µM), for inactives: top-dose activity change, negative = inhibition, most hits filed as inhibitors. 4.4% of 360,000 active; note: potency is the fitted concentration of half-maximal effect; % is set by controls: 0 for no effect and ±100 for the full control effect; nearly all actives have a fitted effect of over 60% in size
#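 BAZ2B (50 nM) with biotin-H3(5-23)K14Ac peptide (50 nM) in PBS pH 7.4, 0.01% Tween-20, preformed 30 min, then compound 30 min at room temperature; top concentration 110uM. AlphaScreen streptavidin donor/nickel chelate acceptor beads (10 ug/mL final), 20 min dark, signal read.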
# ERG Ets-DNA blk: inhibitors of human ERG Ets domain-DNA interaction; 0.028% of 370,000 active; P11308; fluorescence polarization, His-ERG Ets domain / labelled DNA; AID 624246; Potency, µM (highest dose often 76.9 µM), inactives show at the highest dose FP activity, negative = inhibition, hits mostly inhibitors; active = well fitted inhibition curve with a large enough effect in the polarisation, with a control signal flat; inconclusive = small, poorly fitted or top-dose-only effect, or effect the other way, or a change in a side signal; inactive = no such curve, though single readings can be large or run the other way; the % refers to the polarisation;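 note: polarization taken with two DNA probes labelled with fluorescein and Texas red; potency is the fitted concentration of half-maximal effect; % of control where 0% means no effect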
# Target sequence (P11308 whole entry, looked up, the tested form may be a part): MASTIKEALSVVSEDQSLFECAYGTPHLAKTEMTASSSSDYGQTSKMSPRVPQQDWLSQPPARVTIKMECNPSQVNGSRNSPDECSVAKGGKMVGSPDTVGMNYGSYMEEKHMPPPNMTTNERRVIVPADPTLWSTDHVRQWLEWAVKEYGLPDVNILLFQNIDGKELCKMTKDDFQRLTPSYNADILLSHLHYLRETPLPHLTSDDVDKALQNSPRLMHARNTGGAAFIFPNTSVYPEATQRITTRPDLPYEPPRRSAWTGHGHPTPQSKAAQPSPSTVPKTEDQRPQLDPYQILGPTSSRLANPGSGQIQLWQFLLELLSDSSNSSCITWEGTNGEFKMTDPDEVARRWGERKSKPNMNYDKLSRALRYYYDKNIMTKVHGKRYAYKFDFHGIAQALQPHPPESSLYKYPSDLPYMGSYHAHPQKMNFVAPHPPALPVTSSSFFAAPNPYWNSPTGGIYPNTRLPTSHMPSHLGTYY
#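 His-tagged ERG Ets domain (1 uM in the protein solution; 300mM KCl, 50mM Tris-HCl, 1mM EDTA, 1mM DTT, pH 7.5) received compound, then a probe mix of 5 nM fluorescein-DNA and 100nM Texas-615-DNA. Fluorescence polarization was read for both dyes.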
# PI4K2A inh: inhibitors of human PI4K2A; Q9BTU6; purified PI4K2A, ADP-Glo luminescence, 1 h; hits give low values; activity change, negative = inhibition, % at 76.9 µM; 0.13% of 420,000 active; in the data active = activity change below about -50%; inconclusive = mostly about -30% to -49%;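 note: -100% = wells without enzyme as full effect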
#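 PI4K2A activity was measured by ADP-Glo luminescence: enzyme (4 ug/mL stock) and phosphatidylinositol (1.2 mM stock) in Tris pH 7.5/MgCl2/EGTA/Triton X-100 buffer were reacted with ATP (300 microM stock) for one hour at ambient temperature.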
# GLS inh: glutaminase GLS (human) inhibition; O94925; Potency, µM (series often up to 45.5 µM), for the others: top-dose activity change, negative = inhibition, actives largely listed as inhibitors; 0.21% of 410,000 active; AID 624170; GLS enzymatic activity, qHTS titration; note: potency is the fitted concentration of half-maximal effect; % is set by controls: 0 for no effect and ±100 for the full control effect
#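 Compounds were pin-transferred onto hKGA, after which L-glutamine (1 mM solution) and a detection mix of glutamate oxidase, HRP and Amplex Red were added. Initial and 30 min RT fluorescence reads were collected.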
# JMJD2A Tudor: JMJD2A Tudor domain (human) inhibition | Potency, µM (titrated, usually from 114 µM), for the others: top-dose activity change, negative = inhibition, usual class: inhibitors | AlphaScreen JMJD2A-Tudor / H3K4me3 peptide binding | AID 504339 | 4.4% of 390,000 active; note: potency is the fitted concentration of half-maximal effect; % is set by controls: 0 for no effect and ±100 for the full control effect; nearly all actives have a fitted effect of over 50% in size
# G9a block: inhibitors of human histone lysine methyltransferase G9a | 8.8% of 350,000 active | G9a H3K9 monomethylation, AlphaScreen, 2 h | Potency, µM (series often up to 102 µM), without a hit: at the top dose activity, negative = inhibition, usual class: inhibitors; note: potency is the fitted concentration of half-maximal effect; % is set by controls: 0 for no effect and ±100 for the full control effect; nearly all actives have a fitted effect of over 75% in size
# Target sequence (Q96KQ7 913-1193 limits assumed): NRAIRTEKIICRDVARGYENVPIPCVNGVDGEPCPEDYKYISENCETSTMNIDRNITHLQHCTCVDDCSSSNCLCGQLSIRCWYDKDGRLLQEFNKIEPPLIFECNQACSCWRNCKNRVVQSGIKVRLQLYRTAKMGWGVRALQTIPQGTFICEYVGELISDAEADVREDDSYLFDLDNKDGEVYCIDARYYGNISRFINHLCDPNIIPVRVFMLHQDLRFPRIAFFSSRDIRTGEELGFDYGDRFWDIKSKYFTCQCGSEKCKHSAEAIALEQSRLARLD
#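 Step 1: enzyme (final 20 nM) with compound, 15 min RT. Step 2: substrate peptide 500 nM and SAM 20 uM, 2 h RT. Step 3: anti-H3K9me1 antibody and AlphaScreen beads, 10 min, then plate read.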
# * hit, by the source's call; i = inactive; u = inconclusive; x = not tested or not shown; ! = not active in a repeat; [ ] = another dose, or the depositor's remark. Unless noted, calls come from the whole dose curve; as a rule, active = well fitted curve in the direction sought with a large enough effect; inconclusive = small, poorly fitted or top-dose-only effect, or another doubt; inactive = no such curve, though single readings can be large; an effect the other way counts as inactive or inconclusive. Not all compounds are listed; count on the stated rates, not on these rows.
# Under each structure – ALOX12 inh	RGS4 inh	HP1b binding inh	BAZ2B block	ERG Ets-DNA blk	PI4K2A inh	GLS inh	JMJD2A Tudor	G9a block
- CCCCCNC(=O)c1cc2c(=O)n3ccccc3nc2n1C
→ -28%	1%	5%	u	11%	-4	-1%	u	u
- CCc1cc2c(SCC(=O)c3ccccc3)ncnc2s1
→ -23%	14%	194%[activator]	83%[activator]	-8%	-7	-5%	91%[activator]	97%[activator][59 µM]
- O=c1[nH]c2ccc(NS(=O)(=O)c3ccc4ccccc4c3)cc2[nH]1
→ 11%	11%	35%	-15%	-3%	5	14%	8%	50µM*
- O=C(c1c(F)c(F)c(F)c(F)c1F)N1CCN(c2cccc(C(F)(F)F)c2)CC1
→ 0%	-99%[56.9 µM]	u	0%	-1%	-1	u	14µM*	u
- CCOC(=O)c1c(NC(=O)COC(=O)CCOc2ccc(OCC)cc2)sc(C(=O)N(C)C)c1C
→ x	-2%	-10%	-6%	-5%	-1	3%	u	u
- COC(=O)c1ccc(CSc2ccc(S(=O)(=O)N3CCCCC3)cn2)cc1
→ -24%	6%	24%	3%	3%	1	5%	-9%	-4%[12.7 µM]
- COc1ccccc1N1CCN(C2CCN(C(=O)c3cccc(F)c3)CC2)CC1
→ u	15%	u	50µM*	-13%	2	20%	28µM*	8.9µM*
- Cc1[nH]nc2c1C1(C(=O)N(Cc3ccc(Cl)cc3)c3ccccc31)C(C#N)=C(N)O2 (stereo unspecified)
→ u	-12%	7%	-12%	x	-3	18%	u	50µM*
- COc1ccccc1/C=C(\C#N)C(=O)Nc1ccc(S(N)(=O)=O)cc1
→ -13%	-28%	23%	-8%	-2%	9	-1%	-4%	-32%
- Cc1ccc(N2C(=O)N(CC(=O)N(C)Cc3ccccc3)C(=O)C2C)cc1 (stereo unspecified)
→ 17%	-11%	22%	-23%	-6%	2	5%	-12%	-12%[12.7 µM]
- Cc1ccc2oc(C(=O)N3CCC(c4nc5ccccc5s4)CC3)c(C)c2c1
→ u	30%	40%[activator]	-7%	0%	3	-1%	-2%	1%[59 µM]
- N#CC1(NC(=O)CN2C(=O)c3ccc([N+](=O)[O-])cc3C2=O)CCCCC1
→ -10%	11%	16%	6%	4%	5	19%	4%	u
- CS(=O)(=O)c1ccccc1-c1nnc(NC(=O)c2cccc(N3C(=O)CCC3=O)c2)o1
→ u	-6%	13%	79µM*	-2%	-4	-2%	2.5µM*	u
- C/C(=N\NC(=O)Cn1nc(C)c([N+](=O)[O-])c1C)c1ccco1
→ 459%[activator]	0%	13%	-1%	5%	1	7%	-15%	6%
- CC(=O)c1c(CSc2ccccc2)oc2ccc(O)c(CN(C)C)c12
→ u	-17%[56.9 µM]	57%[activator]	-24%	-1%	4	54%[activator]	-16%	-34%
- Cc1ccc(Cn2nnc3c(=O)n(CC(=O)N4CCN(c5ccccc5)CC4)cnc32)cc1
→ 16%	0%	-4%	3%	x	5	-21%	-14%	-31%[12.7 µM]
- COCCCNCCCCOc1ccc(Br)cc1C
→ u	-13%	u	u	-3%	-10	3%	20µM*	10µM*
- C=CCn1c(SCC(=O)N2CCN(c3ccccc3)CC2)nc2c([nH]c3ccccc32)c1=O
→ -1%	-7%	28%	-10%	0%	2	-3%	7%	41%
- O=S(Cc1ccc(Br)cc1)Cc1nnc(SCc2ccc(Br)cc2)n1-c1ccccc1 (stereo unspecified)
→ -24%	5%	-3%	-11%	6%	1	6%	-21%	u
- CCCn1c(N)c(N(CCOC)C(=O)CSc2cc(C)c3ccccc3n2)c(=O)[nH]c1=O
→ 0%	-39%	22%[57 µM]	x	-20%	-13	0%	-4%	x
- CSc1ccc(CCNC(=O)CCc2nnc3ccc(N4CCCC4)nn23)cc1
→ u	5%	37%[activator]	u	-7%	-1	-7%	-23%	x
- Cc1ccc([N+](=O)[O-])cc1NC(=O)CSc1nnc(C)n1CC1CCCO1 (stereo unspecified)
→ -8%	-8%	21%	-4%	-13%	2	-7%	8%	9%
- O=C(CSc1nc2ccccc2s1)N/N=C/c1ccccc1C(=O)O
→ 1%	16%	41%[activator]	-9%	-5%	6	5%	-16%	-1%
- Cc1cc([N+](=O)[O-])ccc1NCc1ccccc1
→ x	2%	15%	-10%	x	-5	6%	-25%	x
- CN(C)c1ccc(C(CNC(=O)c2ccccc2Cl)N2CCCC2)cc1 (stereo unspecified)
→ 3%	14%	-3%	-27%	2%	0	23%	-24%	u
- CCOC(=O)c1ccc(-c2ccc(/C=C(\C#N)C(=O)NCc3cccs3)o2)cc1
→ 13%	28%	4%	11%	3%	3	3%	-16%	23%[59 µM]
- CC(/C=C/c1ccco1)=N\NC(=O)C(O)c1ccccc1 (stereo unspecified)
→ 3%	-40%	39%[activator]	-3%	10%	1	3%	-8%	u
- CNC(=O)c1ccsc1NC(=O)C1CCN(S(=O)(=O)c2ccc(Cl)s2)CC1
→ -1%	-9%	25%	4%	11%	2	-3%	-9%	-39%
- COc1ccc(-c2cn3cccnc3n2)cc1NC(=O)Nc1ccc(Cl)cc1
→ u	-20%	9%[57 µM]	-5%	2%	-1	8%	-2%	7%[59 µM]
- CCN(CC)C(=O)c1[nH]cnc1C(=O)N[C@@H](CCCCNC(=O)OC(C)(C)C)C(=O)OC(C)(C)C
→ 2%	5%	5%	-2%	16%	-2	0%	-16%	u
- O=C(Cc1ccccc1[N+](=O)[O-])NCC(O)c1ccc2c(c1)OCO2 (stereo unspecified)
→ -1%	3%	26%	x	-15%	6	10%	-6%	x
- S=c1[nH]c2ccccc2s1
→ 28µM*!	x	x	x	x	i	-12%[99.4 µM]	x	11µM*
- CCOC(=O)C1(C)NC(c2cc(OC)c(OC)c(OC)c2)C2C(=O)N(CC)C(=O)C21 (stereo unspecified)
→ 0%	3%	34%	-1%	1%	-3	4%	-1%	-2%
- CC1(C)C(=O)Nc2ccccc2N1C(=O)COC(=O)Cc1ccccc1F
→ -15%	-22%	10%	x	13%	3	0%	-19%	x
- CCc1ccc(-c2cc(C(=O)Nc3ccc(S(=O)(=O)NC(C)=O)cc3)c3ccccc3n2)cc1
→ 8%	-3%	8%	-1%	3%	-6	15%	u	u
- COc1ccccc1C(=O)NCC(=O)NC(C)c1ccc(-n2ccnc2)cc1 (stereo unspecified)
→ 3%	5%	10%	-2%	19%	4	11%	-20%	10µM*
- CCCN(CCC)C(=O)Cn1c(=O)n(-c2ccc(C)c(C)c2)c(=O)c2c3c(sc21)CCCCC3
→ -24%	-4%	19%	2%	-3%	8	-8%	-1%	5%[59 µM]
- COc1ccc(NC(=O)CC2C(=O)N(c3ccccc3)C(=O)N2Cc2cccnc2)cc1 (stereo unspecified)
→ -4%	-23%	45%[activator]	0%	7%	-7	4%	14%	u
- Cc1ccc(N(CC(=O)NCC2CCCO2)C(=O)CCC(=O)Nc2cc(C)on2)cc1 (stereo unspecified)
→ -18%	2%	34%	6%	-4%	4	-2%	-4%	1%
- CC(C)=CCC/C(C)=C/COc1ccc2ccc(=O)oc2c1
→ 2%	-21%	192%[activator]	115%[activator]	16%	3	-5%	144%[activator]	124%[activator][59 µM]
- CCOC(=O)N1CCN(C(=O)CN(c2cccc(Cl)c2)S(=O)(=O)c2ccccc2)CC1
→ -10%	-8%	20%	-3%	4%	-4	5%	-7%	-10%[59 µM]
- O=C(CN1C(=O)c2ccccc2S1(=O)=O)NCCSc1ccccc1
→ -5%[57.4 µM]	-4%	44%[activator]	2%	-2%	1	0%	-14%	-9%
- COc1c([N+](=O)[O-])cc(C(=O)NNC(=O)c2ccc(C)cc2)cc1[N+](=O)[O-]
→ -23%	-13%	14%	-6%	-9%	-2	14%	-20%	1%
- CCOCCCNS(=O)(=O)c1ccc(-n2cnnn2)c(OC)c1
→ -8%	-9%	64%[activator]	-5%	x	-2	-2%	-8%	4%[59 µM]
- Cc1nnc(SCC(=O)c2c(N)n(C3CC3)c(=O)[nH]c2=O)n1C
→ -10%	-5%	52%[activator]	x	1%	2	-4%	-3%	x
- COc1cc2cc(Oc3ccc4ccc(=O)oc4c3)c(=O)oc2cc1OC1OC(COC(=O)CC(C)(O)CC(=O)O)C(O)C(O)C1O (stereo unspecified)
→ u	1%	3%	1%	-4%	-4	u	-33%	18%
- COc1ccc(/C(N)=N/OC(=O)c2ccc([N+](=O)[O-])c(C)c2)cc1OC
→ 1%	-23%	45%[activator]	-21%	-7%	0	0%	-14%	-39%[59 µM]
- Nc1nc2c(F)cccc2s1
→ -2%	15%	25%	0%	-4%	2	11%	-7%	1%
- Cc1ccc(NC(=O)CN(C)CCOc2ccccc2)c([N+](=O)[O-])c1
→ 7%	20%	u	-37%	21%	-1	-21%	u	u
- N#Cc1c(C(F)(F)F)cc(-c2ccc(F)cc2)nc1SCC(=O)Nc1ccccc1
→ -12%	1%	36%	2%	3%	-3	-11%	3%	5%[59 µM]
- CSc1cccc(N/C(=N/S(=O)(=O)c2ccccc2)NN)c1
→ -8%	9%	32%	-13%	5%	-2	-6%	-14%	u
- O=C(COc1ccc(Br)cc1F)N1CCN(c2ncccn2)CC1
→ 3%	-21%	24%	-6%	4%	4	-2%	0%	-2%
